GlmU inhibition – inhibition of mycobacterial GlmU enzyme – biochemical, glucosamine-1-phosphate acetyltransferase (AID 1376); M. tuberculosis GlmU acetyltransferase enzyme assay; higher % means a stronger effect; 0.25% of 220,000 active; inhibition, %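 (tested at 30 µM in the primary screen)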, or IC50 in µM where a hit was titrated; in the data active means inhibition above about 13%;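 further: 0% = complete reaction with vehicle and 100% = reaction without substrate; strong numbers were not always called active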
Mtb RmlCD inh – M. tuberculosis RmlC/RmlD coupled enzyme inhibitors, primary screen, biochemical, compound mixtures, 384-well, from 1536-well plates; RmlC+RmlD coupled enzyme assay, percent inhibition; primary screen in compound mixtures; AID 1533, 2009; 0.03% of 160,000 active; inhibition, % at 3.6 µM; in the data active means inhibition mostly above about 34%, no sharp cut-off; further: some results filed as inactive read as strong as hits
Target sequence (P9WH09 whole entry, looked up): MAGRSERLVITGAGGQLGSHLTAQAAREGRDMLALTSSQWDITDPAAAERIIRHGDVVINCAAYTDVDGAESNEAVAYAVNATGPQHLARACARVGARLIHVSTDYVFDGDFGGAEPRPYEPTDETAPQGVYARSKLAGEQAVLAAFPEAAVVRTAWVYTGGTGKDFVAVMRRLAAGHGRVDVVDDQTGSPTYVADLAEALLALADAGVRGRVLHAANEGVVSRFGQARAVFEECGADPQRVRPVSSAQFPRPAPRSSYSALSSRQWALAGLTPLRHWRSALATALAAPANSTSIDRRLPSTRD
Target sequence (P9WH11 whole entry, looked up): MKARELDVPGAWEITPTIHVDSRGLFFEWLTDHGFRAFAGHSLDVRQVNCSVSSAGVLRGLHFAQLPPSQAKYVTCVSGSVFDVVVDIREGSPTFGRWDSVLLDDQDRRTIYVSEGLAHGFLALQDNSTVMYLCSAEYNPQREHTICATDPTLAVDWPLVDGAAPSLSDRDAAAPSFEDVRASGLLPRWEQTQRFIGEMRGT
Starred values were filed as active, the others as inactive; / = no result given; & = joins results of further samples. An excerpt; count on the stated rates, not on these rows.

SMILES	GlmU inhibition	Mtb RmlCD inh
O=C(O)c1ccc(COc2ccccc2/C=C2\NC(=O)N(Cc3ccc(F)cc3)C2=O)cc1	2.3%	-6.7
CC(=O)OCC(=O)[C@@]1(O)CC[C@H]2[C@@H]3CCC4=CC(=O)CC[C@]4(C)[C@H]3[C@@H](O)C[C@@]21C	-1.3%	/
CCC(=O)N1N=C(c2ccc(C)o2)CC1c1ccc(OC)cc1 (centres undefined)	0.2%	/
CCOCc1[nH]c(=S)[nH]c(=O)c1Cc1ccc(OC(C)C)cc1	-0.9%	-9.9
NC(=O)c1c(N)sc2c1CCC2	-4.6%	/
Cn1c(SCC(=O)Nc2ccc3c(c2)oc2ccccc23)nnc1-c1ccccc1	-1.5%	-11.7
CC(NC(=O)c1cc(-c2ccc(Br)cc2)on1)c1ccccc1 (centres undefined)	5.7%	-2.5
Cc1ccc(-n2c(SCC(=O)O)nc3sc4c(c3c2=O)CCCC4)cc1	8.0%	-1.1
O=C(Nc1cccnc1)c1ccc2nc(-c3ccccc3)c(-c3ccccc3)nc2c1	-1.3%	/
COc1ccc(-n2nc3c(c2NC(=O)C2CCCC2)CS(=O)C3)cc1 (centres undefined)	0.6%	5.6
COc1cccc(-n2nc3c(=O)n(Cc4ccccc4Cl)nc(C)c3c2C)c1	-2.0%	/
O=C(COC(=O)c1cccnc1Cl)NCc1ccc2c(c1)OCO2	-6.9%	-8.4
CC1CCCN(C(=O)CSc2nnc(-c3cccnc3)n2C2CCCCC2)C1 (centres undefined)	-0.8%	9.1
C=CCn1cccc(C(=O)Nc2ccc(OC)cc2)c1=O	0.0%	-12.8
Cc1csc(NC(=O)c2nn(C)c(C)c2[N+](=O)[O-])n1	-12.8%	-6.4

Pulled by compound from the list above, 2 records:
SMILES	GlmU inhibition	Mtb RmlCD inh
COc1ccc(-n2nc3c(c2NC(=O)C2CCCC2)CS(=O)C3)cc1 (centres undefined)	0.6%	5.6
O=C(Nc1cccnc1)c1ccc2nc(-c3ccccc3)c(-c3ccccc3)nc2c1	-1.3%	/

3 of the compounds above, with each value named.
> COc1ccc(-n2nc3c(c2NC(=O)C2CCCC2)CS(=O)C3)cc1 (centres undefined)
  GlmU inhibition: 0.6%	Mtb RmlCD inh: 5.6
> COc1cccc(-n2nc3c(=O)n(Cc4ccccc4Cl)nc(C)c3c2C)c1
  GlmU inhibition: -2.0%	Mtb RmlCD inh: /
> O=C(COC(=O)c1cccnc1Cl)NCc1ccc2c(c1)OCO2
  GlmU inhibition: -6.9%	Mtb RmlCD inh: -8.4

The list goes on:
SMILES	GlmU inhibition	Mtb RmlCD inh
Cc1cc(Br)ccc1SCC(=O)Nc1cccnc1	-3.1%	21.7
COC(=O)c1sc(-c2cccs2)cc1NC(=O)/C=C/C(=O)O	-6.9%	51.5
COC(=O)c1ccc(S(=O)(=O)N(CCO)Cc2ccccc2)n1C	1.4%	1.5
Cn1cc2c(=O)n(/N=C/c3ccccc3)cnc2n1	-8.6%	-6.8
CCN(CC)C(=O)NC1CC(=O)N(c2ccc(OC)cc2)C1 (centres undefined)	-1.3%	8.9
NC(=O)c1ccccc1NC(=O)CCN1C(=O)c2ccccc2C1=O	1.9%	28.7
Cc1ccc(S(=O)(=O)N2CCN(C(=O)c3ccccc3)C2C(C)C)cc1 (centres undefined)	1.1%	/
O=C1CSC(c2cn(-c3ccccc3)nc2-c2ccccc2)N1Cc1ccco1 (centres undefined)	2.5%	/
COc1ccc(N2CCN(C(=O)c3ccc4c(Cl)c5c(nc4c3)CCCC5)CC2)cc1	3.7%	/
COc1ccc(NC(=O)CN2CCCC(C)C2)c([N+](=O)[O-])c1 (centres undefined)	-5.5%	10.7
CCOCCCNC(=O)C1CCN(S(=O)(=O)N2CCCCC2)CC1	/	-7.3
O=c1c2c(nc3nc(NCc4ccc(Cl)cc4)[nH]n13)CCC2	0.5%	3.7
Cc1ccc(NC(=O)CSc2nc(C)c(Cc3ccccc3)c(=O)[nH]2)cc1	-1.7%	2.8
O=C(Nc1cccnc1)C1CC(c2ccc(Cl)c(Cl)c2)=NO1 (centres undefined)	-5.8%	6.7
COC(=O)c1ccc(CN2C(=O)c3ccccc3S2(=O)=O)cc1	0.1%	-2.3
Cn1c(=O)[nH]c(=O)c2c1ncn2CCN1CCCCC1	-0.5%	/
CC(OC(=O)c1cc2c(s1)CCCCC2)C(=O)NC(N)=O (centres undefined)	-0.8%	11.2
CCCc1nc(C)c(-c2ccc(OC)c(OC)c2)c(=O)[nH]1	-0.9%	-13.4
COc1ccc(C(C(=O)NCC2CCCO2)N(C(=O)CNC(=O)c2cccs2)c2ccccc2C)cc1OC (centres undefined)	3.4%	1.3
Cc1cc2ncc(S(=O)(=O)c3ccccc3)c(N)n2n1	4.5%	6.8
CC1CN(C(=S)c2cccc([N+](=O)[O-])c2)CC(C)O1 (centres undefined)	7.4%	-7.8
O=C(Nc1ccccn1)c1cccc(S(=O)(=O)N2CCCCC2)c1	0.2%	/
O=[N+]([O-])c1ccc(Nc2ccccc2)nc1	-3.7%	-13.2
COc1ccc(/C=C/C(=O)Oc2ccc(/C=N/NC(=O)COc3c(C)cccc3C)cc2)cc1	-4.3%	5.4
CCOC(=O)C1=C(C)NC(=O)NC1c1cccs1 (centres undefined)	1.9%	14.2
O=Cc1ccc(-c2cc(Cl)ccc2Cl)[nH]1	-8.2%	/
O=[N+]([O-])/C(C(Cl)=C(Cl)Cl)=C(\Nc1ccc(F)cc1)n1cncn1	11.2%	/
CC(NC(=O)COC(=O)/C=C/c1ccco1)c1ccccc1 (centres undefined)	2.5%	-12.9
COc1cc2c(c(OC)c1OC)-c1ccc(C(=O)O)cc1[C@@H](NC(C)=O)CC2	0.8%	/
COC(=O)c1ccc(NC(=O)CN2CCN(c3ccccn3)CC2)cc1	-0.7%	/
CCCCC/C=N\NC(=O)Cc1ccc([N+](=O)[O-])cc1	-2.5%	13.6
CCc1cc(=O)oc2cc(OCc3nn[nH]n3)ccc12	-2.9%	/
CCOC(=O)c1c(NC(=S)NCC2CCCO2)sc(C)c1C (centres undefined)	1.7%	1.6
Cc1cccc2c1N(C(=O)CN1C(=O)c3ccccc3C1=O)C(C)(C)c1ssc(=S)c1-2	3.0%	/
CCOC(=O)c1c(NCCN(C)C)c2ccccc2[nH]c1=O	-0.6%	9.6
COc1cccc(C2C=C(Nc3ccccc3)C(=O)N2c2ccccc2)c1 (centres undefined)	0.0%	8.2
O=C(Nc1ccccc1)N1CC=C(c2ccc(F)cc2)CC1	-0.3%	/
O=C(CC1(O)C(=O)N(Cc2cccc3ccccc23)c2ccccc21)c1cccnc1 (centres undefined)	0.7%	12.6
O=C(O)C1CCCN1C(=O)OCc1ccccc1 (centres undefined)	5.0%	7.5
Cc1ccc(-c2nnc(SCC(=O)Nc3nccs3)n2N)cc1	-4.1%	/
COc1ccc(N2CCN(C(=O)c3cc4c(-c5ccc(Cl)cc5)nn(C)c4s3)CC2)cc1	4.1%	10.8
COc1cc(NC(=O)CN(C)S(=O)(=O)c2ccc3c(c2)CCC(=O)N3)cc(OC)c1	-1.7%	/
O=C(CC(NS(=O)(=O)c1ccc(Cl)cc1)c1ccco1)NCc1ccco1 (centres undefined)	7.4%	-9.9
CCNC(=O)CN(c1ccccc1OC)S(=O)(=O)c1cccs1	-1.4%	7.4
O=c1[nH]c(=O)n(-c2ccccc2)c(O)c1/C=C/C=Nc1ccccc1	-1.2%	-8.4
CC(=O)Nc1cc(-c2nn(C)c(=O)c3ccccc23)ccc1N1CCCCC1	3.5%	/
Cc1ccc(OCCCN2CCOCC2)c([N+](=O)[O-])c1	3.1%	-10.2
Cc1onc(-c2ccccc2Cl)c1C(=O)N1CCN(c2ccccc2)CC1	2.8%	-3.3
CCN(CC)c1nc(Oc2ccc(C(=O)OC)cc2)nc(N2CCOCC2)n1	-1.1%	-10.9
COC(=O)c1cc(C)cc(=O)o1	1.3%	/
COC(=O)CNC(=O)COC(=O)c1ccc(OC)c([N+](=O)[O-])c1	-2.2%	-13.2
O=C(OCn1nnc2ccccc2c1=O)c1cccnc1	8.5%	/
Cc1ccc(Cn2c(C(C)Nc3nc(-c4ccc(F)cc4)cs3)nc3cc(C(F)(F)F)ccc32)cc1 (centres undefined)	9.0%	/
O=C(NN=C1C2CC3CC(C2)CC1C3)c1cccc(S(=O)(=O)N2CCOCC2)c1	2.8%	5.1
CCN(CC)c1nc(-c2ccccn2)nc(-c2ccccc2)c1C#N	-4.4%	5.1
COc1ccccc1N1CCN(C(=O)Cn2cnc3c2c(=O)n(C)c(=O)n3C)CC1	-5.0%	8.8
Cc1nc(-c2nnc(SCC(=O)Nc3cc(C(F)(F)F)cc(C(F)(F)F)c3)n2C)cs1	-3.0%	13.7
O=C(COc1ccc2c(C(F)(F)F)cc(=O)oc2c1)NCc1cccs1	5.5%	/
O=C(Nc1ccc(F)c(F)c1)c1ccc(F)c(S(=O)(=O)N2CCC3(CC2)OCCO3)c1	-6.8%	3.2
COC(=O)C1=C(C)Nc2ncnn2C1c1ccc(OCc2ccccc2)cc1 (centres undefined)	-0.5%	-3.6
Other records follow.
SMILES	GlmU inhibition	Mtb RmlCD inh
CCOCCCNC(=S)N1C2CCC1CC(NC(=O)Nc1ccc(C(=O)OCC)cc1)C2 (centres undefined)	-0.1%	9.1
CC1CCC(C(C)C)C(OCC(O)CN2CCOCC2)C1 (centres undefined)	4.4%	9.0
Cc1c(NC(=O)C2(C)CCCCC2)c(=O)n(-c2ccccc2)n1C	2.4%	2.5
COc1cc2c(cc1OC)[C@H](Cc1ccc(O)cc1)NCC2	-0.4%	/
CCn1c(SCC(=O)O)nc2sc3c(c2c1=O)CCC3	7.5%	/
Cc1cc(NC(=O)CCOc2ccc(F)cc2)no1	-1.0%	31.0
O=C(NC(c1ccccc1)c1ccccc1)N1CCN(CCO)CC1	1.7%	-6.7
COC(=O)COc1ccc(S(=O)(=O)N2CCOCC2)cc1	9.7%	0.9
O=C(CSc1nnc(NC(=O)c2c(F)cccc2F)s1)Nc1ccc(F)cc1	8.3%	-3.7
C[C@H](NC(=O)c1ccc(Br)cc1)C(=O)NCc1ccc(S(N)(=O)=O)cc1	0.7%	3.6
CCC(=O)NNc1ncnc2c1cnn2-c1cccc(C)c1	-1.4%	15.5
O=[N+]([O-])c1ccc(Cl)c(S(=O)(=O)/N=C(/c2ccccc2)N2CCOCC2)c1	-5.2%	/
Cc1nc(SCC(C)C)[nH]c(=O)c1Cc1ccccc1	-0.2%	/
CNC(=O)Nc1ccc(S(N)(=O)=O)cc1	3.6%	-7.5
COc1ccc(NS(=O)(=O)c2ccc(O)c(C(=O)OCC(=O)N3CC(C)OC(C)C3)c2)cc1 (centres undefined)	-1.6%	/
COc1ccc(NC(=S)N2CCCC(c3nc4ccc(C)cc4[nH]3)C2)c(OC)c1 (centres undefined)	-0.6%	0.4
CCOC(=O)c1sc2nc(C)nc(Nc3ccccc3)c2c1C	2.2%	-10.8
Cc1ccc(N/C=C/C(=O)c2ccccc2)cc1C	1.8%	-51.2
O=C(NCc1ccco1)C(=O)NCc1ccccc1Cl	6.0%	/
CC(C)CN(CC(C)C)CC(O)COc1ccc([N+](=O)[O-])cc1 (centres undefined)	-4.2%	7.5
COc1ccc(C(=O)COc2ncnc3cc(Cl)ccc23)cc1	0.7%	1.1
N#C/C(=C\c1ccncc1)c1nc2c(s1)CCCC2	-5.7%	8.7
O=[N+]([O-])c1cc(S(=O)(=O)NC2=NCCCCC2)ccc1NCC1CCCCC1	-4.8%	3.7
O=C(C[n+]1ccc(-c2nnc3n2CCC3)cc1)c1ccc(Cl)c(Cl)c1	-8.7%	/
NC(=O)COC(=O)/C=C/c1ccc2ccccc2n1	-6.2%	8.8
CC(=O)c1c(NC(=O)c2ccccc2)[nH]c(-c2ccccc2)nc1=S	-2.4%	5.9
CSc1cccc(NC(=O)CSc2ccccc2)c1	0.0%	10.0
COCCNC(=O)Cn1c(=O)n(CCCCCC(=O)NCc2ccc3c(c2)OCO3)c(=O)c2sccc21	4.6%	12.6
S=C(NC1CC2CCC1C2)N1CCN(c2cccc(Cl)c2)CC1 (centres undefined)	3.3%	-5.8
CCN1CCN(CCC(=O)Nc2cccc(OC)c2)CC1	-0.2%	17.9

Arranged by number of heavy atoms (low to high): some entries from above.
SMILES	GlmU inhibition	Mtb RmlCD inh
COC(=O)c1sc(-c2cccs2)cc1NC(=O)/C=C/C(=O)O	-6.9%	51.5
CC(=O)c1c(NC(=O)c2ccccc2)[nH]c(-c2ccccc2)nc1=S	-2.4%	5.9
COC(=O)c1ccc(NC(=O)CN2CCN(c3ccccn3)CC2)cc1	-0.7%	/
O=C(CSc1nnc(NC(=O)c2c(F)cccc2F)s1)Nc1ccc(F)cc1	8.3%	-3.7
Cc1nc(-c2nnc(SCC(=O)Nc3cc(C(F)(F)F)cc(C(F)(F)F)c3)n2C)cs1	-3.0%	13.7
COc1ccc(N2CCN(C(=O)c3cc4c(-c5ccc(Cl)cc5)nn(C)c4s3)CC2)cc1	4.1%	10.8

(continued)
SMILES	GlmU inhibition	Mtb RmlCD inh
COc1cccc(C(=O)NC2CCN(CC(=O)NCc3ccccc3OC)CC2)c1	-0.7%	9.2
Cc1ccc2c(c1)C(=O)c1ccccc1CS2=O (centres undefined)	0.0%	4.3
CCOC(=O)C1CCCN(C2CC(=O)N(c3ccc(C(C)C)cc3)C2=O)C1 (centres undefined)	-4.3%	-13.2
O=C(Cc1cc(=O)[nH][nH]1)N/N=C/c1c(Cl)cccc1Cl	-2.8%&-2.8%	-3.3
Cc1ccc(OCC(=O)Nc2ccc(S(=O)(=O)Nc3ccccn3)cc2)cc1C	-4.5%	8.4
CCOC(=O)c1cnc(SCC(=O)Nc2nnc(CC)s2)nc1N	3.2%	-25.6
C=C(C)COc1ccc(-c2n[nH]c(C)c2-c2ccccc2)c(O)c1	1.3%	/
